High-throughput results from PubChem BioAssay.
MC4R barr agon: human MC4R agonism via beta-arrestin; activation, % at 8.9 µM; P32245; U2OS MC4R beta-arrestin complementation, luminescence; percent of melanotan II response, DMSO zero; 360,000 tested, 0.98% active;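 active means activation above a per-plate cutoff, the mean activation of sample wells on that plate plus 3 SD, cut at about 8% in these data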
LRH-1 inv ag: inverse agonists of human LRH-1 (NR5A2) | 360,000 tested, 0.13% active | O00482 | inhibition, % at 3.6 µM | HEK293T StAR-luciferase reporter, LRH-1 transfected, 24 h;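 active means inhibition above the mean inhibition of all tested compounds plus 3 SD, cut at about 73% in these data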;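 further: 0% = DMSO wells and 100% = reporter-only cells lacking LRH-1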
SRC2 inh: human SRC2 (NCOA2) inhibition; HEK293 GAL4-SRC2 luciferase reporter, luminescence; 370,000 tested, 0.17% active; inhibition, % at 9 µM; Q15596;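 active means inhibition above the mean inhibition of all tested compounds plus 3 SD, set per campaign, cut at about 52% in these data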;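 further: 0% = DMSO treated cells and 100% = cells given Gossypol at 36 µM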
NR2F2 inh: blocks human COUP-TFII nuclear receptor; 370,000 tested, 0.7% active; AID 686940; HEK293T NGFI-A luciferase reporter, luminescence; inhibition, % at 8.6 µM; P24468;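 active means inhibition above a per-plate cutoff, mean inhibition of test wells between control levels plus 3 SD, cut at about 38% in these data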;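 further: cells cotransfected with COUP-TFII expression vector driving the NGFI-A reporter; 0% = median of COUP-TF2 test wells and 100% = reporter-only cells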
EBV LMP1 NFkB: inhibitors of Epstein-Barr LMP1-induced NF-kappaB reporter | LMP1-induced NF-kappaB luciferase reporter cells, luminescence | inhibition, % at 12.5 µM | 350,000 tested, 0.69% active | AID 504558; in the data active means inhibition above about 41%;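 further: 0% = neutral control wells and 100% = reference inhibitor control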
NCOA3 inh: inhibits human SRC3 coactivator | HEK293 GAL4-SRC3 luciferase reporter, luminescence | inhibition, % at 3.6 µM | 360,000 tested, 0.17% active | AID 588352;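 active means inhibition above a per-campaign cutoff, the mean of all compounds plus 3 SD, cut at about 60% in these data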;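 further: 0% = DMSO-treated cells and 100% = gossypol-treated cells at 36 µM; higher means less SRC3-driven luciferase light from the GAL4 reporter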
NOD2 RIPK2 PPI: inhibitors of human NOD2-RIPK2 interaction. inhibition, % at 4.98 µM. O43353. 360,000 tested, 0.38% active. CHO BLA complementation NOD2-RIPK2, CCF4 ratio; in the data active means inhibition above about 21%;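 further: 0% = vehicle only and 100% = reference blocker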
TLR9-MyD88 inh: inhibitors of human TLR9-MyD88 binding | inhibition, % at 4.98 µM | AID 504734 | CHO BLA complementation TLR9-MyD88, CCF4 FRET ratio | Q9NR96+Q99836 | 340,000 tested, 0.21% active;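 active means inhibition above the mean over all tested compounds plus 3 SD, cut at about 21% in these data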;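 further: 0% = DMSO only wells and 100% = clavulanate BLA inhibitor control wells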
Target sequence (Q99836 whole entry, looked up): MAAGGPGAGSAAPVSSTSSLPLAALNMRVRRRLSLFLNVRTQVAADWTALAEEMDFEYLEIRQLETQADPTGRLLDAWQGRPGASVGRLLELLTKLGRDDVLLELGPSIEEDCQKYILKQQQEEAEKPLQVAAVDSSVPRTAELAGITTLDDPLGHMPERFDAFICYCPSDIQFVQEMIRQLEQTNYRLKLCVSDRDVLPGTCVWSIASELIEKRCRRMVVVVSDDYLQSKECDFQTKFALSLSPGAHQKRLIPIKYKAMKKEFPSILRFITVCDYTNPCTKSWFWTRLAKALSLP
Target sequence (Q9NR96 whole entry, looked up): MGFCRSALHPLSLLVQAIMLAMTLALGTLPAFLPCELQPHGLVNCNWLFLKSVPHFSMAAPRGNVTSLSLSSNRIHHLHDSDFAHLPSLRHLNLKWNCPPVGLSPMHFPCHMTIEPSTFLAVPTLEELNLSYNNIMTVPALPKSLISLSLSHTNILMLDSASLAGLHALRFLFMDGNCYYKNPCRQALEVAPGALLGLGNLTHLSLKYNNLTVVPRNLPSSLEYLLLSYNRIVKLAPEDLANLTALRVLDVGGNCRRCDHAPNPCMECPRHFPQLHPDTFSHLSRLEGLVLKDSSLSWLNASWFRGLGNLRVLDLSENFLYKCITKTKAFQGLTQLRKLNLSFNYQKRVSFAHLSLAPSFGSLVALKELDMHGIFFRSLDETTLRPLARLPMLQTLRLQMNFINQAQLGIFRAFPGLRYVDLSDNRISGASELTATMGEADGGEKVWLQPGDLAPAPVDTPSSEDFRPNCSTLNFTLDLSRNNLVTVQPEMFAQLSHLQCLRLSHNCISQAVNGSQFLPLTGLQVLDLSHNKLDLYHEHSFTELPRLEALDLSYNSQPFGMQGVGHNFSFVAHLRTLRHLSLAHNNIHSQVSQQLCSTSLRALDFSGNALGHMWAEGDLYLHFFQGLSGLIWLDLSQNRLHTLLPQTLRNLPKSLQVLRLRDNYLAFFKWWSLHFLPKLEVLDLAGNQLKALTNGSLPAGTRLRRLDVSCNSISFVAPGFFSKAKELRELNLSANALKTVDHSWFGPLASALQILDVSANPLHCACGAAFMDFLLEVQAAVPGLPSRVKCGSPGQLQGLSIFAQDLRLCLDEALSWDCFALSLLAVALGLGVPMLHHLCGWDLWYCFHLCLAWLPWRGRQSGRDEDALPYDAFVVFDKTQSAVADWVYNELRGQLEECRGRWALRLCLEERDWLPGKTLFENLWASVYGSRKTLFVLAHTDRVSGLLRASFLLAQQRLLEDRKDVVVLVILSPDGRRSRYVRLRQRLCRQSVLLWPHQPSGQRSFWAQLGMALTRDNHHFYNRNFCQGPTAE
MC4R antag cAMP: blocks human MC4R cAMP signaling; 360,000 tested, 0.48% active; MC4R-expressing cells, MTII-stimulated cAMP, LANCE TR-FRET; inhibition, % at 6.5 µM;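 active means inhibition above its plate's cutoff, the mean of tested wells on that plate plus 3 SD, cut at about 29% in these data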;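 further: 0% = Melanotan II alone and 100% = Melanotan II plus saturating MCL0020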
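Assay system: human MC4R-expressing U2OS cells; reagent: Melanotan II stimulation of cells; dosing: 6.5 µM single dose; timing: compound 30 min, challenge 1 h, detection 1 h; signal: TR-FRET cAMP assay; replicates: one well per compound, no replicates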
SRC1 inh: inhibitors of human steroid receptor coactivator 1 (SRC1) | HEK293 GAL4-SRC1 luciferase reporter, luminescence | AID 588354 | inhibition, % at 3.6 µM | Q15788 | 360,000 tested, 0.12% active;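 active means inhibition above the campaign mean plus 3 SD, with each screening campaign given its own cutoff, cut at about 60% in these data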;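 further: 0% = DMSO treated cells and 100% = gossypol at 36 µM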
ABHD5-PLIN5 inh: blocks binding of human ABHD5 to perilipin-5 | Q00G26+Q8WTS1 | Split G. princeps luciferase complementation, luminescence, 4 h | inhibition, % at 4 µM | 360,000 tested, 0.78% active | AID 602281;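 active means inhibition above the mean inhibition across every tested compound plus 3 SD, cut at about 22% in these data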;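 further: 0% = DMSO only wells and the 100% control is not disclosed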
* hit, by the source's call; · = not tested or not shown. The list is partial; the hit share may differ from the screen's.

SMILES	MC4R barr agon	LRH-1 inv ag	SRC2 inh	NR2F2 inh	EBV LMP1 NFkB	NCOA3 inh	NOD2 RIPK2 PPI	TLR9-MyD88 inh	MC4R antag cAMP	SRC1 inh	ABHD5-PLIN5 inh
COC1(OC)N=C(N)C2(C#N)C(c3cccc(Oc4ccccc4)c3)C12C#N (stereo not given)	0.1	0	11	15	10	7	-14	-3	15	0	1
CC(C)(C)c1ccc(CN2N=Nc3ccccc3S2(=O)=O)cc1	1.5	-3	-3	5	-5	-2	-11	0	-1	-14	4
Cc1cccc2c(-c3ccccc3)cc(=O)[nH]c12	-2.6	11	-25	8	11	13	-9	5	-3	2	3
COc1ccc(/C=N/n2c(C)cc(C)c(C(N)=O)c2=O)cc1	-1.3	-16	-17	16	7	16	1	2	3	-2	1
COc1ccc(Cl)cc1NC(=O)CSc1nc(-c2ccccc2)cc(=O)[nH]1	-0.4	18	-18	19	-4	-17	5	-1	5	-11	-2
C[C@H](O)CC1=C[C@H](O)[C@@H](C)OC1=O	-2.1	-10	19	8	-2	11	-5	-5	4	-17	1
COc1ccccc1/C=C1\SC(=S)N(N2C(=O)CCCC2=O)C1=O	1.0	11	-9	3	-1	15	5	-1	2	5	2
COc1nc(N(C)C)nc(N(OC)S(=O)(=O)c2ccccc2Cl)n1	0.6	9	-3	-13	-11	2	-1	6	4	-10	5
CCC(Sc1ncccc1C(=O)O)C(=O)N1CCCC1 (stereo not given)	-0.3	20	-16	9	-3	14	8	3	3	-10	10
CCCc1[nH]n(-c2nc3ccccc3s2)c(=O)c1C=NCCN1CCOCC1	-1.4	-34	-25	-10	-8	-24	1	7	-3	-22	0
CN=C1SC(C(=O)O)CC(=O)N1C (stereo not given)	1.0	3	-12	16	4	4	-1	1	1	10	1
O=C1c2ccc(-c3ccc(Cl)c(C(F)(F)F)c3)cc2S(=O)(=O)c2cccc(C(=O)N3CCN(c4ncc(Br)cn4)CC3)c21	0.2	-25	-31	-30	2	-9	11	-1	8	-13	2
Cc1c[n+]([O-])cc(C)c1[N+](=O)[O-]	-1.8	-13	-8	4	0	-1	-6	4	13	-12	4
Cc1ccc(-c2csc(N(CCc3ccccc3)C(=O)COc3ccccc3)n2)cc1	1.1	2	-4	6	-16	11	-3	-8	24	-8	-5
COc1ccc(N(CC(=O)N2CCCCCC2)S(=O)(=O)c2ccccc2)cc1	0.8	4	-5	4	-3	4	2	-5	18	0	-1
O=C(Nc1ccc(Br)cc1)c1cc(-c2ccc3c(c2)OCO3)on1	1.2	0	-23	-3	-12	-11	-10	-1	6	-16	0
CCCCNC(=O)Nc1ccc(C2SCCS2)cc1	-1.7	-84	-20	-21	-51	-68	-13	·	6	-94	-8
Cc1cc(=O)n2[nH]cc(-c3ccccc3)c2n1	1.5	3	-26	-18	-6	-3	-13	5	12	-10	-8
CCC(CC)NC(=O)Nc1ccc(F)cc1F	-1.9	-28	-41	-1	-6	9	1	1	7	-1	-3
CCCNC(=O)Cn1c(=O)oc2cc(S(=O)(=O)N3CC(C)CC(C)C3)ccc21 (stereo not given)	-2.9	5	11	7	2	2	8	0	5	-13	-10
Cc1nc(Cl)c(C(=O)NCc2ccccc2)c(C)c1[N+](=O)[O-]	-0.9	-7	2	5	-5	-9	-8	7	-1	3	-2
CCOC(=O)C1(CCc2ccccc2)CCN(Cc2ccc(C(=O)OC)cc2)CC1	0.9	14	-10	12	-5	-35	1	0	6	-10	1
CC(C)N1C(=O)CCN(C=O)c2ccccc21	-0.1	-5	-3	-7	-1	22	7	3	14	3	5
CCOC(=O)c1c(NC(=O)CCN2C(=O)c3ccccc3C2=O)sc(C(=O)OC(C)C)c1C	2.6	-7	26	0	10	5	-13	-9	4	-34	2
Cc1cc(C)cc(C(O)c2ncc(-c3ccc(C(F)(F)F)cc3)[nH]2)c1 (stereo not given)	4.2	-8	0	1	·	10	-6	·	9	5	-17
Next section:
SMILES	MC4R barr agon	LRH-1 inv ag	SRC2 inh	NR2F2 inh	EBV LMP1 NFkB	NCOA3 inh	NOD2 RIPK2 PPI	TLR9-MyD88 inh	MC4R antag cAMP	SRC1 inh	ABHD5-PLIN5 inh
CCc1ccc(OCC(=O)Nc2ccc(S(=O)(=O)Nc3cc(C)on3)cc2)c(Br)c1	-1.7	-22	-11	14	-2	5	-5	3	7	-2	-11
COc1ccc(-c2cc(C(=O)N3CCN(c4ncccn4)CC3)c3ccccc3n2)c(OC)c1	-1.3	10	2	2	6	36	-6	-3	-1	10	-2
CC1CCCCC1NCC(=O)Nc1ccccc1-c1ccccc1 (stereo not given)	9.5*	9	7	14	-7	15	14	-4	11	6	-5
Cc1cc(NC(=O)c2ccc3c(c2)C(=O)N(Cc2cccnc2)C3=O)no1	0.1	15	-8	3	-4	-6	-2	-2	7	-5	-8
Clc1ccc(-c2cc(C3CCNCC3)[nH]n2)c(Cl)c1	2.0	-8	-17	3	4	16	-1	·	12	-2	9
CCc1nnc(NC(=O)CCC(=O)Nc2ccccc2)s1	-2.1	7	-7	-9	10	24	-6	5	1	0	2
O=C(CCN1C(=O)c2ccccc2C1=O)NC1=NCCS1	-1.1	-11	-3	11	-6	-14	-3	4	6	-60	-5
Cc1c(NC(=O)CSc2nnnn2C)c(=O)n(-c2ccccc2)n1C	0.5	10	-54	1	-4	0	-1	0	8	-5	-1
CCOC(=O)c1c(NC(=O)C2=C(C)NC(=S)NC2c2ccc(F)cc2F)sc(C)c1C (stereo not given)	0.8	-6	-2	8	-7	21	-1	-34	16	12	-17
Cc1ccc(C(=O)NC2c3ccccc3-c3ccccc32)cc1	3.7	-14	14	-1	8	35	-5	4	-24	1	-6
CC(OC(=O)CC1CC2CCC1C2)C(=O)Nc1cccc(S(=O)(=O)N2CCOCC2)c1 (stereo not given)	0.5	19	-32	10	0	7	-7	-5	6	9	-2
O=C(NCC(=O)N1CCN(Cc2ccc3c(c2)OCO3)CC1)c1ccccc1F	0.1	-2	-4	7	1	-6	-4	1	-2	-29	6
S=C1NCN(C2CCCCC2)CN1CCc1ccccc1	-2.0	-5	17	-1	·	11	-6	·	13	-9	-4
COc1ccc(C(=O)NCc2ccco2)cc1S(=O)(=O)NC1CC1	-0.1	2	-13	-6	-6	-10	-7	5	11	-5	-1
CC(C)Cc1nnc(NC(=O)CCc2ccccc2)s1	-0.9	-8	-10	12	-3	-13	6	10	-1	-4	-2
O=c1cc(-c2ccc(Cl)cc2)oc(=O)[nH]1	-2.2	0	-1	15	-2	11	1	-5	3	-6	-2
Cc1cccc(C(=O)OCC(=O)NN2C(=O)NC3(CCCCC3)C2=O)c1	1.1	-18	-18	3	2	-20	3	0	24	-5	-12
CC1CCCCN1C(=O)CSc1nnc2c(n1)[nH]c1ccccc12 (stereo not given)	-2.2	9	-9	13	-6	-19	14	3	1	-6	2
CCOC(=O)C1CCN(CC(O)COc2ccc(C(C)(C)C)cc2)CC1 (stereo not given)	-1.3	17	-13	22	8	17	5	-5	0	-1	-1
COc1cc2c(cc1OC)C(NC(=O)C(F)(F)F)CNC2=O (stereo not given)	0.4	1	33	14	7	31	-1	-2	-4	36	4
O=C(O)Cc1c(-c2ccccc2)c2cc(Br)ccc2[nH]c1=O	-3.2	-6	-12	10	2	-3	-4	3	9	-61	2
CN(CC(=O)Nc1ccccc1Cl)C(=O)COC(=O)c1ccc([N+](=O)[O-])s1	-1.9	-6	4	-13	1	3	-11	2	1	-21	-5
CC(C)C(NC(=O)c1ccc(C(C)(C)C)cc1)C(=O)O (stereo not given)	-1.4	3	-17	0	0	-8	8	-4	15	-12	-2
Cc1cnc(C(=O)OCC(=O)Nc2ccc(C)c(S(=O)(=O)N3CCCCCC3)c2)cn1	-1.9	-15	7	11	-9	8	8	6	13	-2	-2
O=C(NCc1ccc2c(c1)OCO2)c1cc(COc2c(F)cccc2F)on1	-0.5	-17	12	-21	-1	0	-7	-4	-3	-44	8

One compound at a time, as listed above. Screens in order: MC4R barr agon	LRH-1 inv ag	SRC2 inh	NR2F2 inh	EBV LMP1 NFkB	NCOA3 inh	NOD2 RIPK2 PPI	TLR9-MyD88 inh	MC4R antag cAMP	SRC1 inh	ABHD5-PLIN5 inh
CCCCNC(=O)Nc1ccc(C2SCCS2)cc1 is listed with -1.7	-84	-20	-21	-51	-68	-13	·	6	-94	-8
Cc1c[n+]([O-])cc(C)c1[N+](=O)[O-] is listed with -1.8	-13	-8	4	0	-1	-6	4	13	-12	4

Next results:
SMILES	MC4R barr agon	LRH-1 inv ag	SRC2 inh	NR2F2 inh	EBV LMP1 NFkB	NCOA3 inh	NOD2 RIPK2 PPI	TLR9-MyD88 inh	MC4R antag cAMP	SRC1 inh	ABHD5-PLIN5 inh
N#Cc1c(NC(=O)c2ccc(N3CCOCC3)c([N+](=O)[O-])c2)sc2c1CCCC2	0.3	13	6	17	5	18	-4	7	3	-10	1
COc1c(F)c(F)c(C(=O)O)c(Nc2cccc(C)c2)c1F	-1.5	-4	-55	-28	3	7	-10	·	-6	-4	-2
CN(C(=O)COc1ccc(S(=O)(=O)N2CCOCC2)cc1[N+](=O)[O-])C1CCS(=O)(=O)C1 (stereo not given)	-2.1	-15	-13	2	-3	3	-4	-2	1	-6	-11
COC(=O)c1nnn(-c2ccc(F)c(Cl)c2)c1C(=O)OC	1.5	-13	-14	-16	7	9	-11	4	6	11	3
Cc1ccc(C(=O)N/C(=C/c2ccco2)C(=O)Nc2cccc(C)c2)cc1	0.8	-1	-5	0	-2	-16	-5	-1	-2	-10	-2
COc1cc(C2C(C(=O)c3sc(C)nc3C)=C(O)C(=O)N2CCN(C)C)cc(OC)c1OC (stereo not given)	-1.2	-4	6	3	12	8	1	-1	4	-10	-3
CCOc1cc(C(=O)Nc2cccc(OCC(=O)N3CCOCC3)c2)cc(OCC)c1OCC	3.1	9	-20	5	4	17	-2	-5	-7	7	5
CCOC(=O)C1CCN(C(=O)c2[nH]c3ccc(OC)cc3c2C)CC1	-1.3	-1	-27	-10	5	-6	5	-5	7	2	-1
CCOc1ccc(CCNC(=O)COC(=O)CCC(=O)c2cccs2)cc1OCC	-0.6	52	-15	-13	3	-2	-4	-7	7	-7	4
Cc1cnc(C(=O)Nc2nccs2)cn1	0.5	-59	-32	-23	-3	-23	5	3	-5	-90	5
O=C(NCCc1ccc(Cl)cc1)C(=O)c1c[nH]c2ccccc12	1.4	21	-20	14	-15	9	8	6	0	-7	-3
CC1(C)CNC(=S)N1Cc1ccccc1	-1.9	-18	-18	6	-1	-5	-10	-12	11	10	0
C/C(=N\Nc1nccnc1Cl)c1ccc(F)cc1	0.8	-117	-76	-45	-6	-62	-12	-5	-1	-107	3
O=C(Nc1cc(S(=O)(=O)N2CCCCC2)ccc1N1CCOCC1)c1ccc(C(F)(F)F)cc1	1.6	11	11	-14	0	-22	8	-4	2	9	-10
COc1ccccc1C(=O)CSc1nccn1C	-1.0	-18	-32	-31	-10	-18	-12	1	-6	-26	-4
O=C(Nc1ccc(NS(=O)(=O)c2ccccc2)cc1)c1cccnc1	1.9	4	-52	13	-2	13	-1	-17	9	-4	-4
